M. tuberculosis GlmU = inhibition of mycobacterial GlmU enzyme – biochemical, glucosamine-1-phosphate acetyltransferase (AID 1376). Bifunctional protein GlmU (Mycobacterium tuberculosis (strain ATCC 25618 / H37Rv)). one-dose inhibition, %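 (tested at 30 µM in the primary screen)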; IC50 in µM for titrated hits. M. tuberculosis GlmU acetyltransferase enzyme assay; higher % means a stronger effect. actives 0.25% (n = 220,000); in the data active = inhibition above about 13%;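 also: 0% = complete reaction with vehicle and 100% = reaction without substrate; strong numbers were not always called active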
RmlCD inh 1536 = M. tuberculosis RmlC/RmlD coupled enzyme inhibitors, primary screen, biochemical, compound mixtures, 384-well, from 1536-well plates. RmlC+RmlD coupled enzyme assay, percent inhibition; primary screen in compound mixtures. dTDP-4-dehydrorhamnose reductase (Mycobacterium tuberculosis (strain ATCC 25618 / H37Rv)) …. actives 0.03% (n = 160,000). inhibition, % at 3.6 µM. AID 1533, 2009; in the data active = inhibition mostly above about 34%, no sharp cut-off; also: some results filed as inactive read as strong as hits
Target sequence (P9WH09 whole entry, looked up): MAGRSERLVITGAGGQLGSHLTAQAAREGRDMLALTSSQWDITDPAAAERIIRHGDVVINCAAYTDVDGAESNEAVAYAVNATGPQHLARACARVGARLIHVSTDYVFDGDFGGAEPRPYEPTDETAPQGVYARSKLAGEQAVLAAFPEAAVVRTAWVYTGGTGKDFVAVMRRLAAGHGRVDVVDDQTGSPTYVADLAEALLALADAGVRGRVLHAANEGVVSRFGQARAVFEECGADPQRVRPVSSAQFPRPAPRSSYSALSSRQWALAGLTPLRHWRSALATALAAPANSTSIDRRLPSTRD
Target sequence (P9WH11 whole entry, looked up): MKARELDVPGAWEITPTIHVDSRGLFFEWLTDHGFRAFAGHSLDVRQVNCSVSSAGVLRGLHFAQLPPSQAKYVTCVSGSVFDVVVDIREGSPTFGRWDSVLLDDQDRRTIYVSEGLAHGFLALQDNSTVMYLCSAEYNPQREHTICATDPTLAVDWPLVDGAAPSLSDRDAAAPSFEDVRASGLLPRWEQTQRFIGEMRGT
* = called active by the depositor; · = no result given; & = joins results of further samples. A portion of the library; count on the stated rates, not on these rows.

SMILES	M. tuberculosis GlmU	RmlCD inh 1536
CCOC(=O)c1nn(-c2ccccc2F)c2nc(Nc3ccccc3)cc(=O)n12	5.0%	-6.9
CCOc1ccccc1NC(=O)C1CCCN(C(=O)Nc2ccccc2)C1 (stereo not given)	3.2%	·
COc1cc(SC)ccc1C(=O)N1CCCCCC1	4.5%	-8.2
Cc1ccc(-n2c(C)nnc2SCC(=O)N2CCc3ccccc3C2)cc1C	-2.8%	·
O=C(c1ccco1)N1CCn2cccc2C1c1ccccc1 (stereo not given)	0.2%	2.0
CCC(C)NS(=O)(=O)c1ccc(F)c(C(=O)Nc2c(F)cc(F)cc2Br)c1 (stereo not given)	-4.7%	9.9
CCc1ccc2[nH]c3nc(SCc4nnc(-c5ccccc5)o4)nnc3c2c1	-5.8%	·
Cn1sc(NC(=O)c2ccc(Cl)cc2)nc1=O	0.5%	-5.3
CC1(C)CC(=O)C(C(c2cccnc2)C2C(=O)CC(C)(C)CC2=O)C(=O)C1	7.6%	-6.4
CC(C)On1c(SC(C)C)nc2ccccc2c1=O	-7.1%	·
CCCCNC(=O)c1cn(CC)c2cc(N3CCN(C)CC3)c(F)cc2c1=O	-2.2%	-4.9
Brc1ccc(-c2nnc3sc(CNC4CCCC4)cn23)cc1	-2.5%	·
CCOC(=O)c1c(NC(=O)Cn2cnc3sc(C)c(-c4ccccc4)c3c2=O)sc(C)c1C	2.3%	-1.7
COc1ccc(-c2nnc(SCc3nnc(-c4ccccc4)o3)n2-c2ccccc2)cc1	5.7%	·
COc1ccc(Nc2nc(Cl)nc(NCc3ccco3)n2)cc1	0.9%	-9.8
C/C(=N/NS(=O)(=O)c1ccc(C)cc1)[C@H]1C[C@@H]1c1ccccc1	1.4%	9.3
O=C(N/N=C/c1cccnc1)c1ccccc1[N+](=O)[O-]	-3.1%	·
c1ccc2c(CNCCN3CCOCC3)cccc2c1	-0.3%	7.8
O=C(CCN1CCN(Cc2ccccc2)CC1)Nc1ccc(OCc2ccccc2)cc1	-3.3%	11.2
CCc1cccc(C)c1NC(=S)N1CCCC1C(=O)O (stereo not given)	2.7%	12.1
CCOC(=O)CCC(=O)OCC(=O)NC(C)C1CC2CCC1C2 (stereo not given)	0.2%	60.4
COC(=O)c1sccc1NC(=O)CSc1ccccc1NC(=O)CNC(C)C	-1.7%	-10.4
CCN(CC)C(=O)c1ccc2nc(-c3ccccc3)c(-c3ccccc3)nc2c1	6.5%	·
CC1(C)CC(=O)C=C(NCCO)C1	5.5%	·
Cc1cc(C)nc(CCNC(=O)c2cc(COc3ccc(F)cc3F)on2)n1	3.0%	·
COc1ccc(C(=O)Nc2nc3ccccc3c(=O)[nH]2)cc1	-0.3%	14.3
O=C(NCc1ccco1)c1nc2ncccn2n1	6.0%	1.8
O=C(NC(=S)Nc1cccc2cccnc12)c1ccccc1	-2.8%	6.0
O=C(NCc1ccco1)c1ccc(Oc2ccccc2)cc1	0.2%	·
COc1ccc(/C=C/C(=O)NCc2nc3ccccc3[nH]2)cc1OC	-1.0%	-11.9

Four of the compounds above, with bars between the fields:
SMILES | M. tuberculosis GlmU | RmlCD inh 1536
COc1ccc(Nc2nc(Cl)nc(NCc3ccco3)n2)cc1 | 0.9% | -9.8
Cn1sc(NC(=O)c2ccc(Cl)cc2)nc1=O | 0.5% | -5.3
O=C(NCc1ccco1)c1ccc(Oc2ccccc2)cc1 | 0.2% | ·
C/C(=N/NS(=O)(=O)c1ccc(C)cc1)[C@H]1C[C@@H]1c1ccccc1 | 1.4% | 9.3

Next records follow.
SMILES	M. tuberculosis GlmU	RmlCD inh 1536
CC(=O)NS(=O)(=O)c1ccc(N=NN2CCCCC2)cc1	2.2%	-3.1
Cc1ccc(S(=O)(=O)N2CCCC2c2nc3ccccc3s2)cc1 (stereo not given)	-2.5%	·
Cc1cc(N2CCOCC2)nc(N2CCOCC2)n1	0.0%&8.6%	-12.2
COc1cccc(CNC(=O)c2cc3ccccn3n2)c1	1.9%	2.6
CCCC(CCC)=NNC(=O)CN(Cc1ccccc1)S(=O)(=O)c1ccccc1	0.6%	·
CCN(CC)CCNC(=O)c1cn(CC)c2ccc(S(=O)(=O)N(C)C)cc2c1=O	-5.4%	-4.2
CC(C(=O)NCc1ccco1)c1ccc([N+](=O)[O-])cc1 (stereo not given)	-3.1%	-7.6
Cn1c(=O)cc(SCC(=O)NCc2cccnc2)c2ccccc21	5.0%	14.0
O=C(Nc1c2ccccc2nc2ccccc12)C(Cl)(Cl)Cl	-0.3%	·
CC(C)(C)OC(=O)COc1cc(O)c2c(=O)cc(-c3ccccc3)oc2c1	-2.0%	-3.1
O=C(COc1ccc(S(=O)(=O)NCCc2ccccc2)cc1)N1CCCC1	7.4%	-6.8
Cc1cccc(C)c1Nc1nc2ccccc2o1	-1.1%	·
CC(Oc1ccc(NC(=O)c2ccco2)cc1)C(=O)N1c2ccccc2CC1C (stereo not given)	1.0%	13.1
C/C(=N\NC(=S)NCCc1ccccc1)c1ccc(C#N)cc1	-5.5%	17.4
CC(C)Oc1ccc(C(=O)Nc2ccc(N3CCCC3)cc2)cc1	2.2%	10.2
CCCCCCC1CC(=O)NC(=O)N1 (stereo not given)	-2.0%	7.3
O=C1NC(=O)/C(=C\c2cn(Cc3ccccc3F)c3ccccc23)N1	-3.4%	1.0
Cc1ccc(CN2CCN(Cc3ccccc3-c3ccco3)CC2CCO)o1 (stereo not given)	-2.5%	-2.7
Cc1c(Cl)c(C(=O)NC2C3CC4CC(C3)CC2C4)nn1C (stereo not given)	-1.3%	5.7
COc1cc2c(cc1NC(=O)C(C)N1CCN(S(=O)(=O)c3ccccc3[N+](=O)[O-])CC1)oc1ccccc12 (stereo not given)	-1.4%	2.6
COc1ccccc1C1=NOC(C)(c2nnc(-c3cccc(Cl)c3)o2)C1 (stereo not given)	5.3%	·
COc1ccc(CNC(=O)C(OC(=O)c2ccco2)c2ccc(OC)cc2)cc1 (stereo not given)	-1.5%	·
Clc1c(-c2nnc3n2CCC3)sc2ccccc12	1.8%	11.7
CNC(=O)COC(=O)CCC(=O)c1cccs1	5.0%	-13.2
N[C@@]12CCc3nonc3[C@]1(O)CC(c1ccccc1)=[N+]2[O-]	0.9%	·
COCC(=O)Nc1ccc(S(=O)(=O)Nc2ccccn2)cc1	-0.2%	-4.0
CC1(C)C(=O)N(OCc2ccccc2)C(C)(C)C(=O)N1OCc1ccccc1	·	-9.7
O=C(CSc1nnc(C2CC2)n1Cc1ccccc1)N1CCN(S(=O)(=O)c2ccccc2)CC1	2.6%	4.1
Cc1c(Cl)cccc1N1C(=O)C(N2C(=O)c3cccc([N+](=O)[O-])c3C2=O)C1c1cccs1 (stereo not given)	6.3%	·
O/N=C(\c1ccc(Cl)cc1Cl)c1ncc(C(F)(F)F)cc1Cl	3.9%	3.4

Whole records, quoted from the list:
CC1(C)C(=O)N(OCc2ccccc2)C(C)(C)C(=O)N1OCc1ccccc1 across the screens: M. tuberculosis GlmU = ·; RmlCD inh 1536 = -9.7
Clc1c(-c2nnc3n2CCC3)sc2ccccc12 across the screens: M. tuberculosis GlmU = 1.8%; RmlCD inh 1536 = 11.7

4 entries drawn at random from those above:
SMILES	M. tuberculosis GlmU	RmlCD inh 1536
CNC(=O)COC(=O)CCC(=O)c1cccs1	5.0%	-13.2
O=C(CSc1nnc(C2CC2)n1Cc1ccccc1)N1CCN(S(=O)(=O)c2ccccc2)CC1	2.6%	4.1
COc1ccc(CNC(=O)C(OC(=O)c2ccco2)c2ccc(OC)cc2)cc1 (stereo not given)	-1.5%	·
Cc1c(Cl)cccc1N1C(=O)C(N2C(=O)c3cccc([N+](=O)[O-])c3C2=O)C1c1cccs1 (stereo not given)	6.3%	·

The listing continues:
SMILES	M. tuberculosis GlmU	RmlCD inh 1536
Cc1nnc2ccc(N3CCN(c4ccccn4)CC3)nn12	7.5%	·
O=C(Cn1cc(C(=O)c2ccco2)c2ccccc21)Nc1ccccc1	-3.2%	·
COC(=O)c1cc(COc2ccc3ccc(=O)oc3c2)c(C)o1	-0.9%	·
CCOCCCNC(=O)CSc1nc2nc(C)c(Cc3ccccc3)c(C)n2n1	0.7%	-7.5
O=C(O)C1CCCCC1C(=O)NCc1ccc2c(c1)OCO2 (stereo not given)	-6.1%	8.1
COc1ccc(/C=N/N=C2/NC(=O)C(CC(=O)O)S2)cc1OCc1ccc(Cl)cc1Cl (stereo not given)	8.0%	-6.1
CCN(CC)c1ccc(NC(=O)COc2ccccc2C)cc1S(=O)(=O)Nc1ccccc1OC	-3.1%	2.9
CC1CCN(S(=O)(=O)c2ccc(NC(=O)CN3CCN(C)CC3)cc2)CC1	-8.4%	-1.5
COc1ccc(Nc2ncc3c(n2)CC(c2ccccc2)CC3=O)cc1 (stereo not given)	1.6%	·
NC(=O)CSc1nc2sc3c(c2c2ncnn12)CCCC3	4.4%	10.2
Cc1ccc2[nH]c(=O)c(CN(Cc3nnnn3C3CCCC3)C3CCCCC3)cc2c1	6.3%	2.1
Cc1ccc(CCNC(=O)CS(=O)Cc2nc(-c3cccc(C)c3)oc2C)cc1 (stereo not given)	-2.9%	2.9
c1ccc(-c2csc(N3CCN(c4ccccn4)CC3)n2)cc1	-0.5%	·
CCCc1nc(S(=O)(=O)Cc2ccc(Cl)cc2Cl)n[nH]1	-1.6%	-0.5
COc1cc(-c2nn3c(C4CCCCC4)nnc3s2)cc(OC)c1OC	3.6%	-12.4
COC(=O)c1nc2nc(-c3cccs3)cc(C(F)(F)F)n2n1	-6.5%	-3.0
CN(C)c1ccc(N2C(=O)CC(Sc3ccccc3C(=O)O)C2=O)cc1 (stereo not given)	5.8%	-2.1
COc1ccc(NC(=S)N2CCC(c3nc4ccc(Cl)cc4[nH]3)CC2)c(OC)c1	1.9%	·
CCOc1ccc(N2CC(O)(c3ccc(F)cc3)[N+]3=C2CCCC3)cc1 (stereo not given)	6.3%	1.4
Cc1cccc2cc(C3CC(c4ccco4)=NN3S(=O)(=O)c3ccccc3)c(Cl)nc12 (stereo not given)	-2.4%	4.8
CCN1CCN(c2nc(SC)nc3sc4c(c23)CC(C)(C)OC4)CC1	-2.7%	8.3
Cc1cc(C)n(-c2ccc(C(=O)NC3=NCCS3)cc2)n1	-4.7%	·
Nc1ccc(C(=O)OCC(=O)N2c3ccccc3Sc3ccccc32)cc1[N+](=O)[O-]	-0.9%	·
CCCCOc1ccc(Cl)cc1CSc1nnc(CC)n1N	5.4%	2.9
CCNC(=O)C/C(C)=N/NC(=O)C12CC3CC(CC(C3)C1)C2	-0.1%	·
CN(C)Cc1cc(CN(C)C)c(O)c(CCc2ccccc2)n1	1.0%	·
CC(NC(=S)Nc1ccccc1OC(F)F)C(C)(C)C (stereo not given)	0.9%	-5.4
O=C(CSCc1cnn(-c2ccccc2)c1-n1cccc1)NCc1ccccn1	9.6%	-1.4
CCC(=O)Nc1nc(-c2ccc3c(c2)OCCO3)cs1	-2.4%	-6.9
Cc1cccc(-n2c(CCN3C(=O)c4ccccc4C3=O)nc3ccccc3c2=O)n1	-3.6%	-6.9
COc1ccc(C)cc1Nc1nc(-c2c(C)[nH]c3ccccc23)cs1	3.2%	5.3
CCC(=O)Nc1cccc(NC(=O)c2ccc3c(c2)OCO3)c1	1.9%	-5.2
Cc1ccc(S(=O)(=O)N2CCOCC2)cc1C(=O)Nc1ccc(S(=O)(=O)Nc2nccs2)cc1	3.2%	-7.1
CCOc1ccc(Cl)cc1CNc1nnnn1C	-3.4%	7.8
CCOC(=O)/C=c1\s/c(=C\c2ccccc2OC)c(=O)n1CC(=O)N1CCOCC1	2.3%	10.7
COc1cccc2c1OCC(CN1CCN(C3CCCCC3)C(CCO)C1)=C2 (stereo not given)	3.5%	-4.6
CCN(CC)C(=O)c1ccc(NC(=O)c2cc(-n3cnnc3)ccc2Cl)cc1	-3.5%	·
O=C(CCCC(=O)OCC(Cl)=C(Cl)Cl)Nc1cccc2ccccc12	3.9%	4.2
CC(=O)NCC(=O)OCC(=O)c1ccc(Cl)cc1	2.6%	6.5
CN(C)/C=N/c1nc2ncc(-c3ccc(Cl)cc3)c(/N=C/N(C)C)n2n1	0.1%	4.7
CN(C)/C=C1\C(=O)N(C)N=C1C(F)(F)F	4.4%	6.4
COc1cc(C2NC(=O)NC3=C2C(=O)OC3)cc(OC)c1OC (stereo not given)	0.9%	2.6
Cc1ccccc1-n1c(SCC(=O)N/N=C/c2ccccc2OCC(=O)O)nc2ccccc2c1=O	-5.0%	-6.1
O=C1CC(NCCc2ccccc2)C(=O)N1CCc1ccccc1 (stereo not given)	-2.2%	4.6
COc1ccc(C(=O)COc2ccc(F)cc2)c(O)c1	-3.0%	·
O=C(O)COc1ccc2c3c(c(=O)oc2c1)CCCC3	0.2%	-7.3
N#Cc1c(NC(=O)CSCC(=O)O)sc2c1CCCC2	-0.2%	-1.3
Cc1cc(C)n2nc(Nc3ccccc3)cc2n1	-5.0%	-5.0
Cc1ccccc1NCC(=O)N/N=C/c1ccc([N+](=O)[O-])cc1	0.0%	·
CCOC(=O)c1[nH]nc2c1C(=O)N(CC)C2=O	-5.8%	·
O=C(Nc1ccnc(-c2ccncc2)n1)c1cccs1	-1.5%	-57.0
COc1ccc(CCNC(=O)C(C)Sc2ccc(C)cc2)cc1OC (stereo not given)	2.2%	·
O=C(NCCN1C(=O)C2C3C=CC(C3)C2C1=O)Nc1ccccn1 (stereo not given)	2.0%	·
Brc1ccc(N/N=C(/N=Nc2nn[nH]n2)c2ccccc2)cc1	0.3%	-12.2
COc1cc(SC)ccc1C(=O)NCCCOC(C)C	5.5%	5.5
Fc1ccc(CNC(=S)NC2CCCCCC2)cc1	3.8%	7.6
Cc1sc2c(c1C)CN(CCN1CCOCC1)CN2C(=O)c1ccccc1	-3.8%	11.7
O=C(O)c1ccccc1Sc1ccccc1S(=O)(=O)NC1CCCCC1	11.1%	-2.5
